Screens deposited in PubChem by Broad Institute.
EWS-Fli block: blocks EWS/Fli oncoprotein-driven transcription; A673 NR0B1-luciferase reporter, viability-normalised; inhibition, % at 12.6 µM; 0.67% of 350,000 active;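 active = mean inhibition of at least 50% after viability correction, with every replicate also passing that limit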;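 also: firefly luciferase signal divided by Alamar Blue viability fluorescence both relative to DMSO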
PglD inh: PglD (C. jejuni) enzyme inhibition. purified PglD enzyme, DTNB colorimetric CoA detection. inhibition, % at 12.5 µM. 0.098% of 360,000 active; in the data active = inhibition above about 16%, passing the limit was not always enough; also: strong numbers were not always called active
PAX8 reporter: lowers PAX8-driven luciferase in RMG-I cells; inhibition, % at 12.6 µM; RMG-I TPO-luciferase reporter, SteadyGlo, 24 h; 1.2% of 360,000 active;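 active = mean replicate inhibition at least 60% with every replicate also reaching 60%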;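 also: luciferase light reporting Pax8 driven TPO promoter activity; plate controls were median of neutral control wells for no effect and mitoxantrone controls for full effect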
ERAP1 inh: inhibitors of human ERAP1 aminopeptidase; Q9NZ08; recombinant ERAP1, Leu-AMC fluorescence, 60 min; inhibition, % at 10.7 µM; 0.15% of 340,000 active;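 active = mean replicate inhibition of at least 30%, or all replicates individually reaching that 30% level; inactive = mean below 30% and not every replicate reaching it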;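 also: 0% = neutral control wells and 100% = L-leucinethiol positive control wells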
LGR2 antag: inhibitors of bursicon-induced Drosophila LGR2 receptor cAMP signaling; HEK293 LGR2, CRE-luciferase, bursicon-stimulated, 4 h; inhibition, % at 9.99 µM; 0.35% of 380,000 active;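 active = drop in luminescence signal, shown as inhibition above about 50% in the replicate tests, limit read from the data, passing the limit was not always enough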;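 also: agonist challenge used bursicon conditioned medium at about half maximal strength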
S100A4 MyoIIA: inhibitors of human S100A4 binding to myosin IIA peptide; P26447; S100A4/TAMRA-MyoIIA peptide fluorescence polarization; inhibition, % at 10.7 µM; 0.14% of 360,000 active; AID 652163;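 active = mean inhibition of at least 70% across replicates, with every replicate also reaching that level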
Target sequence (P26447 whole entry, looked up): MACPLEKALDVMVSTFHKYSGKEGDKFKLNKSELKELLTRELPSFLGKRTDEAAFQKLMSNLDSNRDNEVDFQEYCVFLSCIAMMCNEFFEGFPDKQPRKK
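Material: S100A4 monomer protein | Medium: HEPES pH 7.2 with CaCl2, KCl, NaCl, DTT, Triton | Reagent: Labelled myosin peptide probe, 5 nM | Doses: One dose per compound | Times: 5 min incubation before reading | Benchmarks: Neutral control DMSO, positive control TFP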
FN deposit inh: fibronectin deposition inhibition; inhibition, % at 12.6 µM; AID 743247; AH1F fibroblasts, Alexa488-fibronectin deposition fluorescence, overnight; 0.086% of 350,000 active;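 active = mean inhibition across replicates of 30% or more, regardless of how many single replicates reach that level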;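 also: positive control wells lacked labelled fibronectin entirely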
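Material: AH1F fibroblast monolayer depositing Alexa488-labelled fibronectin into matrix | Input: 10000 AH1F cells/well | Medium: DMEM plus 2% serum, read in PBS | Reagent: Alexa488-fibronectin, 24 nM final in well | Compound dosing: One dose per compound, pinned | Schedule: 1 h adhesion, overnight exposure | Measured by: Fluorescence at 485 nm excitation, 525 nm emission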
PGC1a acetyl inh: PGC1a acetylation modulation, inhibitor mode | U2OS PGC1a acetylation, AlphaScreen anti-acetyl-lysine; with virally co-expressed GCN5 acetyltransferase | inhibition, % at 15.6 µM | 0.17% of 350,000 active;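 active = every replicate shows inhibition of at least 40%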;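 also: 0% = neutral control wells and 100% = positive control wells; some results beyond the cut were filed as inactive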
Active calls of the source: *; . = not tested or not shown.

SMILES | EWS-Fli block | PglD inh | PAX8 reporter | ERAP1 inh | LGR2 antag | S100A4 MyoIIA | FN deposit inh | PGC1a acetyl inh
O=C(Oc1ccc(Cl)c2cccnc12)c1cccnc1 | 18 | -9 | 12 | -2 | 1 | 0 | 3 | 3
COCC(C)n1c(C)cc(C(=O)COC(=O)c2cccn2C)c1C (centres undefined) | 61* | 0 | -1 | 2 | . | 4 | -3 | -8
Cc1ccc(-c2cc(C(F)F)nc(NCc3cccs3)n2)cc1 | . | -1 | -26 | . | 1 | . | -3 | -6
CC(Sc1nnnn1C)C(=O)Nc1cc(S(=O)(=O)N2CCCCC2)ccc1Cl (centres undefined) | 3 | 2 | -6 | -4 | -1 | 13 | -7 | -1
CC1CCCCN1CCNC(=O)C1CCN(S(=O)(=O)c2cccc3cccnc23)CC1 (centres undefined) | 2 | -1 | 1 | . | 15 | -5 | -2 | -4
Cc1cccc(NS(=O)(=O)c2ccc3c(c2)CCN3C(=O)CCC(=O)O)c1 | -3 | 3 | 8 | -2 | 6 | -4 | 3 | 3
O=C(Nc1ccc2c(c1)[C@@H]1C[C@H](CC(=O)N3CCCCC3)O[C@@H](CO)[C@@H]1O2)c1cccnc1 | 2 | 0 | -2 | -1 | -2 | 6 | -1 | -17
C=CCOc1ccc(/C=C2\SC(=S)N(N3CCOCC3)C2=O)cc1 | -6 | -2 | -23 | 1 | -8 | 9 | -13 | 4
Cc1cc(CN(C)C(=O)C2CCC(=O)N(CCc3cccc(F)c3)C2)on1 (centres undefined) | . | 1 | 3 | 2 | 2 | -20 | 7 | -6
O=C(NCc1ccccc1)C(c1ccccc1)n1c(C2CC2)nc2ccccc21 (centres undefined) | -149 | . | -195 | -5 | -107 | -3 | 9 | .
O=C(c1cc2ccccc2o1)N1CCN(c2ccccn2)CC1 | 2 | -1 | -1 | 4 | -12 | -1 | -3 | 3
CO[C@H]1CN(C)C(=O)c2cc(NC(=O)C3CC3)ccc2OC[C@H](C)N(C(=O)c2ccccc2F)C[C@@H]1C | 27 | -3 | -2 | 8 | -1 | -5 | -1 | -2
COc1ccc(CC(=O)NCCCc2ccccc2)cc1OC | 15 | -4 | 5 | 1 | -19 | -2 | -1 | .
CCCCN(C(=O)Nc1ccc(Cl)cc1)C1CCN(C(C)=O)CC1 | . | -3 | . | . | 12 | . | 5 | 4
CCNC(=O)C[C@H]1CC[C@@H]2[C@H](COC[C@@H](O)CN2C(=O)Nc2ccc(Cl)c(Cl)c2)O1 | -14 | -1 | -11 | 1 | -3 | -39 | 1 | -5

Already shown: entries from further up.
SMILES | EWS-Fli block | PglD inh | PAX8 reporter | ERAP1 inh | LGR2 antag | S100A4 MyoIIA | FN deposit inh | PGC1a acetyl inh
O=C(NCc1ccccc1)C(c1ccccc1)n1c(C2CC2)nc2ccccc21 (centres undefined) | -149 | . | -195 | -5 | -107 | -3 | 9 | .
O=C(c1cc2ccccc2o1)N1CCN(c2ccccn2)CC1 | 2 | -1 | -1 | 4 | -12 | -1 | -3 | 3
CO[C@H]1CN(C)C(=O)c2cc(NC(=O)C3CC3)ccc2OC[C@H](C)N(C(=O)c2ccccc2F)C[C@@H]1C | 27 | -3 | -2 | 8 | -1 | -5 | -1 | -2

The main list resumes with the 2 entries that preceded the break.
SMILES | EWS-Fli block | PglD inh | PAX8 reporter | ERAP1 inh | LGR2 antag | S100A4 MyoIIA | FN deposit inh | PGC1a acetyl inh
CCCCN(C(=O)Nc1ccc(Cl)cc1)C1CCN(C(C)=O)CC1 | . | -3 | . | . | 12 | . | 5 | 4
CCNC(=O)C[C@H]1CC[C@@H]2[C@H](COC[C@@H](O)CN2C(=O)Nc2ccc(Cl)c(Cl)c2)O1 | -14 | -1 | -11 | 1 | -3 | -39 | 1 | -5
CN1C(=O)c2cc(NC(=O)C3CCOCC3)ccc2OC[C@@H]2O[C@H](CC(=O)O)CC[C@H]21 | -2 | -2 | 6 | -2 | 2 | 0 | -20 | 3
COc1cc(OC)cc(C(=O)Nc2nnc(Cc3ccc(OC)c(OC)c3)s2)c1 | 0 | -1 | -10 | -1 | 11 | -7 | -3 | -5
CO[C@@H]1CN(C)C(=O)c2ccc(NC(=O)C3CC3)cc2OC[C@@H](C)N(C(=O)c2ccccc2)C[C@@H]1C | 0 | -2 | 6 | -1 | -2 | -2 | -13 | -5
CC1(C(=O)NCc2ccccc2)CCC(=O)N1CCOc1ccccc1 (centres undefined) | -23 | -3 | 2 | 2 | 13 | -4 | 6 | -12
C[C@@H]1CCCCO[C@@H](CN(C)S(C)(=O)=O)[C@H](C)CN([C@H](C)CO)C(=O)c2cc(NC(=O)Nc3ccccc3)ccc2O1 | -6 | 0 | 5 | -2 | -1 | 0 | 8 | 4
O=C(NCc1ccco1)C1CCCN(S(=O)(=O)c2ccc(Br)cc2)C1 (centres undefined) | 5 | . | 131* | 1 | -32 | -4 | 2 | -6
Cc1ccc(CNC(=O)Cn2ncn3cccc3c2=O)cc1 | -18 | -3 | -36 | 3 | -9 | 0 | 11 | 7
CC[C@@H]1C(c2ccccc2)=NN(c2ccccc2)[C@H]1C(=O)N1CCOC1=O | -2 | 2 | 13 | 2 | 8 | -4 | -4 | 6
O=C(O)c1ccccc1-c1cn2cc(Cl)ccc2n1 | -13 | . | -20 | 1 | 9 | -2 | -2 | 2
Cc1ccc(NC(=O)CSc2ncc3ccccn23)cc1C | -38 | . | -110 | -2 | -38 | 4 | -6 | .
CCN(CC)c1ccc(S(=O)(=O)N2CCCCC2)cc1NC(=O)C1CSC2(C)CCC(=O)N12 (centres undefined) | 8 | 5 | -23 | 1 | 11 | -6 | . | 7
COc1ccc(CN/C=C2\CCCCC2=O)cc1 | -9 | 3 | . | 8 | . | -1 | . | 7
ClCCCc1cn(C[C@H]2CC[C@@H]([C@@H]3CC[C@H](Cn4cc(CCCCl)nn4)O3)O2)nn1 | -3 | 4 | 17 | -1 | 14 | -2 | -7 | 10
O=C(c1ccc2nc(N3CCOCC3)sc2c1)N1CCC(Cc2ccccc2)CC1 | -5 | 1 | -6 | 7 | -4 | -2 | -2 | -4
COC(=O)c1ccccc1NC(=O)C1CCN(c2ncnc3c2nc2n3CCCCC2)CC1 | 4 | 2 | 3 | 1 | 0 | -1 | 8 | .
CCOC(=O)/C(C(=O)Nc1ccccc1Br)=C1/NC(C)(C)Cc2ccccc21 | . | -2 | 15 | . | 6 | . | . | 1

Record cards, from the list above. Order of screens: EWS-Fli block	PglD inh	PAX8 reporter	ERAP1 inh	LGR2 antag	S100A4 MyoIIA	FN deposit inh	PGC1a acetyl inh
CC1(C(=O)NCc2ccccc2)CCC(=O)N1CCOc1ccccc1 (centres undefined) is entered as -23	-3	2	2	13	-4	6	-12
CO[C@@H]1CN(C)C(=O)c2ccc(NC(=O)C3CC3)cc2OC[C@@H](C)N(C(=O)c2ccccc2)C[C@@H]1C is entered as 0	-2	6	-1	-2	-2	-13	-5
COc1ccc(CN/C=C2\CCCCC2=O)cc1 is entered as -9	3	.	8	.	-1	.	7
